S-ASM inh: Inhibitors of Secretory Acid Sphingomyelinase (S-ASM): qHTS; Sphingomyelin phosphodiesterase (Homo sapiens), P17405; placental ASM, HMU-PC fluorogenic substrate, 60 min; Potency, µM (highest dose often 57.5 µM), without a hit: at the highest dose activity change, negative = inhibition, hits mostly inhibitors; actives 0.006% (n = 340,000); also: potency is read from the fitted curve at half-maximal effect
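Steps: dispense placental human ASM, pin compound, wait 10 min at room temperature, add HMU-PC0 substrate at 9 uM final, incubate 60 min at 37 °C, add stop solution raising pH to 10, read fluorescence.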
USP2a block: qHTS Assay for Inhibitors of Ubiquitin-specific Protease USP2a Using CHOP2 as the Reporter; Ubiquitin carboxyl-terminal hydrolase 2 (Homo sapiens), O75604; USP2 core, Ub-CHOP2 coupled fluorogenic reporter, 485/531; Potency, µM (titrated, usually from 38.3 µM), without a hit: at the top dose activity change, negative = inhibition, hits mostly inhibitors; actives 0.01% (n = 330,000);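 also: potency is read from the fitted curve at half-maximal effect; plate controls were DMSO wells for no effect and full inhibition by NEM control for full effect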
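USP2 core (10nM final) preincubated 30min RT with compound in 20mM Tris-HCl pH 8.0, 2mM CaCl2, 2mM beta-mercaptoethanol, 0.05% CHAPS; 25nM Ub-CHOP2 plus 25nM reporter substrate added, fluorescence (Ex485/Em531) read after 60min.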
BCR signal inh: qHTS Assay to Find Inhibitors of Chronic Active B-Cell Receptor Signaling; ABC-DLBCL IkBa-CBG/CBR reporter, luminescence ratio, 4 h; Potency, µM (highest dose often 46.1 µM), without a hit: at the top dose ratio change, negative = lower green/red ratio, usual class: inhibitors; actives 0.05% (n = 340,000); active = well fitted inhibition curve with a large enough effect in the signal ratio, with a control signal flat, not every such curve was filed as active; inconclusive = small, poorly fitted or top-dose-only effect, or effect the other way, or a change in a side signal; the % refers to the signal ratio;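 also: potency is read from the fitted curve at half-maximal effect; plate controls were basal doxycycline-induced cells for no effect and cells given 10 µM MG132 for full effect; MG132 reads +100%, hits lower the ratio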
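Compounds up to 46 uM were incubated four hours with TMD8 cells whose green CBG68 luciferase is fused to IkappaBalpha; red CBR luminescence normalised the signal, and concentration-effect curves were fitted to fusion, red and ratio data.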
PKM2 act: qHTS Assay for Activators of Human Muscle isoform 2 Pyruvate Kinase; actives 0.34% (n = 260,000); purified PKM2, Kinase-Glo ATP luminescence, activation; response scale: 0% is enzyme alone, no compound; Potency, µM (top dose mostly 57.5 µM), without a hit: at the highest dose activation, actives largely listed as activators; Pyruvate kinase PKM (Homo sapiens), P14618; also: potency is read from the fitted curve at half-maximal effect; % is scaled to controls: 0 for no effect and ±100 for the full control effect; nearly all actives have a fitted effect of over 55% in size
Target sequence (P14618 whole entry, looked up, canonical isoform): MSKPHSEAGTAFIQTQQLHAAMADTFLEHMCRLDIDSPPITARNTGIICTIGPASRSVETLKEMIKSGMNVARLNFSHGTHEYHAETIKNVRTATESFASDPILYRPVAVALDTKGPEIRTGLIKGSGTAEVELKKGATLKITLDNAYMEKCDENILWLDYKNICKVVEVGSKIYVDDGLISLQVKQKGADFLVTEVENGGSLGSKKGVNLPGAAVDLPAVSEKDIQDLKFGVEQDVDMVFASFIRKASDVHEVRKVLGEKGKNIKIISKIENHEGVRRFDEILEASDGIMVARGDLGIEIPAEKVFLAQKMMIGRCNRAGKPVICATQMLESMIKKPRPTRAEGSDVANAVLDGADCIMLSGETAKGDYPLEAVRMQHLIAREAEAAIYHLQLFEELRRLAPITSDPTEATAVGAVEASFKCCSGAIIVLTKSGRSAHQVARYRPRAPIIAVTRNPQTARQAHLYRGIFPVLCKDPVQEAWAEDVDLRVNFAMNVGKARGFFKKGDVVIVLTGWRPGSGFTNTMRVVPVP
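Kinase-Glo luminescence reports ATP generated from ADP (0.1 mM) and PEP (0.5 mM) by purified hPK-M2 after 1 h at room temperature, pH 7.2 imidazole buffer; intermediate enzyme activity allows detecting inhibitors and activators.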
MBNL1-CUG inh: qHTS Assay for Inhibitors of MBNL1-poly(CUG) RNA binding. TR-FRET MBNL1-His/biotin-(CUG)12 binding, 665/545 ratio. AID 2675, 2010. actives 0.036% (n = 280,000). Potency, µM (titrated, usually from 57.5 µM), for inactives: top-dose activity change, negative = inhibition, actives largely listed as inhibitors; active = well fitted inhibition curve with a large enough effect in the signal ratio, with a control signal flat, not every such curve was filed as active; inconclusive = small, poorly fitted or top-dose-only effect, or effect the other way, or a change in a side signal; inactive = no such curve, though single readings can be large or run the other way; the % refers to the signal ratio; also: potency is read from the fitted curve at half-maximal effect; % is scaled to controls: 0 for no effect and ±100 for the full control effect
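MBNL1-His + Biotin-(CUG)12, cpd titration 92 nM–58 uM; Tb anti-His Ab 0.055 ng/ul, SA-XL665 5 nM (final); 60 min RT; ratiometric 665/545 nm, Ex 340 nm; normalized to buffer and full-complex controls.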
GALK inh: qHTS Assay for Inhibitors of Human Galactokinase (GALK); Purified GALK, Kinase-Glo residual ATP luminescence; actives 0.007% (n = 270,000); P51570; Potency, µM (doses to about 57.5 µM), for the others: at the top dose activity change, negative = inhibition, actives largely listed as inhibitors; also: potency is read from the fitted curve at half-maximal effect; % is scaled to controls: 0 for no effect and ±100 for the full control effect
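Compounds were pin-transferred into ATP buffer (35 uM final), then GALK plus galactose (5 nM, 100 uM final) was added. After 1 h at room temperature, Kinase-Glo Plus was added and luminescence read after 10 min.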
Menin-MLL TR inh: qHTS Assay for Inhibitors Targeting the Menin-MLL Interaction in MLL Related Leukemias: Competition With Texas Red Labeled MLL-derived Mutant Peptide | Menin + Texas Red MLL mutant peptide, fluorescence polarization | Potency, µM (titrated, usually from 61.6 µM), inactives show at the top dose FP activity change, negative = inhibition, actives largely listed as inhibitors | O00255 | actives 0.23% (n = 270,000); active = well fitted inhibition curve with a large enough effect in the polarisation, with a control signal flat, not every such curve was filed as active; inconclusive = small, poorly fitted or top-dose-only effect, or effect the other way, or a change in a side signal; inactive = no such curve, though single readings can be large or run the other way; the % refers to the polarisation; also: potency is read from the fitted curve at half-maximal effect; % of control where 0% means no effect; many of its hits are not listed in these tables
Target sequence (O00255 whole entry, looked up): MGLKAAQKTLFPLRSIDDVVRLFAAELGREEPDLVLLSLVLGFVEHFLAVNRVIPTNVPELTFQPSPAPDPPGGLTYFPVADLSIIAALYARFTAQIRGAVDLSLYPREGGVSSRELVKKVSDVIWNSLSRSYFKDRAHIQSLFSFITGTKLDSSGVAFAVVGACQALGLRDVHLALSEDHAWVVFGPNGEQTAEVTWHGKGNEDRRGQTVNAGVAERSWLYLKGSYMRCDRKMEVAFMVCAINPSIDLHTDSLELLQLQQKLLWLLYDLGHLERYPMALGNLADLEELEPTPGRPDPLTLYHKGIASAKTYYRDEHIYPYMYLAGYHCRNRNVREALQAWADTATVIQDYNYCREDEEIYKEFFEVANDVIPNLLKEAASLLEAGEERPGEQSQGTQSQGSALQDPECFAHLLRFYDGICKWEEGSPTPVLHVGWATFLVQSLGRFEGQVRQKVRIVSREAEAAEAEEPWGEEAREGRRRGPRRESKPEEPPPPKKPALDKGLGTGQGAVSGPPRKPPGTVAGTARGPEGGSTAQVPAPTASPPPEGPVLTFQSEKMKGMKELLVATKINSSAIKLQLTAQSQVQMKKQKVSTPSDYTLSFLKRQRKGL
Mito fusion act: qHTS Assay for Small Molecule Inhibitors of Mitochondrial Division or Activators of Mitochondrial Fusion | Potency, µM (doses to about 46.1 µM), inactives show top-dose growth rescue (activation), most hits filed as activators | AID 485298, 2010 | S. cerevisiae fusion-defective mutant growth rescue, CellTiterGlo 48 h | actives 0.23% (n = 320,000);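 also: potency is read from the fitted curve at half-maximal effect; % of control where 0% means no effect; nearly all actives have a fitted effect of over 45% in size; temperature-sensitive fusion mutants such as fzo1-1 at 37 °C on non-fermentable ethanol glycerol medium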
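Yeast fusion mutant, YPEG (non-fermentable carbon), compound, 48 h at 37C non-permissive; CellTiterGlo added, 10 min RT, luminescence read. Rescued growth = division inhibition.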
TSHR antag: Antagonists of the Thyroid Stimulating Hormone Receptor: HTS campaign; actives 0.2% (n = 330,000); activity change, negative = inhibition, % at 11.5 µM; Thyrotropin receptor (Homo sapiens), P16473; TSHR-expressing cells, TSH-stimulated cAMP HTRF, 2 h; hits give low values;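 active = activity change below a set negative limit, meaning inhibition stronger than a set level, cut at about -70% in these data; inconclusive = activity change between two set negative limits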; also: % is scaled to controls: 0 for no effect and ±100 for the full control effect
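TSHR-expressing cells were treated with compounds, then stimulated with TSH at EC80 (4nM final) for 2 hours at 37 deg C. Cellular cAMP was measured by HTRF competition between lysate cAMP and cAMP-d2 for a cryptate-labelled anti-cAMP antibody.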
KCNH2 WT inh: qHTS for Inhibitors of KCHN2 3.1: Wildtype qHTS | U2OS, BacMam KCNH2, thallium flux FluxOr; hits give low values | Voltage-gated inwardly rectifying potassium channel KCNH2 (Homo sapiens), Q12809 | activity change, % at 1.84 µM | actives 0.37% (n = 340,000) | AID 720551, 2013;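 active = maximum activity change below -70%; inconclusive = maximum activity change between -70% and -50%; inactive = maximum activity change above -50%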; also: % is scaled to controls: 0 for no effect and ±100 for the full control effect
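U2OS cells were transduced with wild-type KCNH2 virus (2.03 x 10^8 / mL) for 4 h at room temperature, then cultured overnight at 37 C. Thallium flux was read with FluxOr dye. Rate constants were normalized to DMSO controls.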
Eya2 inh: qHTS Assay for Inhibitors of the Phosphatase Activity of Eya2. Protein phosphatase EYA2 (Homo sapiens), O00167. recombinant Eya2, OMFP fluorescence dephosphorylation (OMFP is methylfluorescein phosphate). Potency, µM (top dose mostly 76.9 µM), for the others: at the top dose activity, negative = inhibition, most hits filed as inhibitors. actives 0.006% (n = 330,000). AID 488837, 2010; also: potency is read from the fitted curve at half-maximal effect; % is scaled to controls: 0 for no effect and ±100 for the full control effect
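Eya2 protein (added as 0.2 uM solution) was preincubated with compound for 10 min at ambient temperature in 50 mM HEPES pH 7.5, 50 mM NaCl, 5 uM MgCl2, 0.05% BSA, 1 mM DTT. OMFP (added at 50 uM) then reacted 10 min; fluorescence read at 485/525 nm.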
* = called active by the depositor; i = inactive; u = inconclusive; x = not tested or not shown; & = joins results of further samples; [ ] = dose if it differs, or a comment. Unless noted, calls follow the shape of the dose curve; as a rule, active = well fitted curve in the direction sought with a large enough effect; inconclusive = small, poorly fitted or top-dose-only effect, or another doubt; inactive = no such curve, though single readings can be large; an effect the other way counts as inactive or inconclusive.

SMILES	S-ASM inh	USP2a block	BCR signal inh	PKM2 act	MBNL1-CUG inh	GALK inh	Menin-MLL TR inh	Mito fusion act	TSHR antag	KCNH2 WT inh	Eya2 inh
COc1ccccc1C(=O)NCCN1CCN(c2ccccc2)CC1	-1%	0%	-1%	3%	0%	4%	-2%	-2%	10	2	4%
COc1ccc(-n2nnnc2SCC(=O)Nc2nc3c(s2)CCCC3)cc1	-10%	-7%	-2%	-10%	-7%	-1%	9%	-6%	-8	-5	-14%
CSCCNCc1cn(-c2ccc(F)cc2F)nc1-c1ccccc1C	-5%	-1%	u	19%	7%	-3%	u	-3%	9	11	-28%
CC(c1cccnc1)N(CCN(C)C)C(=O)Nc1ccc(Cl)cc1 (stereo unspecified)	5%	-4%	u	4%	2%	1%	-10%	0%	-2	4	5%
O=C(CCN1N=C(c2ccccc2)CCC1=O)NCCCN1CCOCC1	-5%	-3%	-1%	x	-1%	-2%	x	3%	-10	5	-2%
CN(Cc1ccc(F)cc1)C(=O)CN1C(=O)c2ccccc2S1(=O)=O	0%	-5%	0%	x	x	x	x	x	14	-5	2%
CCc1noc(C)c1C(=O)NCCc1ccccc1	4%	0%	17%	x	x	x	x	4%	-8	23	6%
S=C(Nc1ccc(Oc2ccccc2)cc1)Nc1cccnc1	-10%	-2%	-7%	-2%	-1%	3%	13%	-16%	-8	-4	5%
COc1cc2cc(CN(Cc3cccs3)C(=S)Nc3ccc(C)cc3)c(=O)[nH]c2cc1OC	-18%	-10%	9%	-13%	u	x	u	27%	15	18	-4%
Cc1ccnc(NC(=O)C(Cc2ccccc2)NC(=O)c2ccccc2)c1 (stereo unspecified)	2%	4%	0%	x	x	x	x	4%	6	-4	-5%
S=c1[nH]nc(COc2ccccc2)n1/N=C/C=C/c1ccco1	-7%	3%	0%	2%	8%	2%	x	3%	-12	-8	6%
COc1ccccc1CCc1nnc(CCC(=O)NCC2CCCO2)o1 (stereo unspecified)	0%	-2%	1%	x	3%	-2%	x	-5%	-5	-4	-1%
O=C(CCCn1c(SCC(=O)Nc2ccccc2Cl)nc2ccccc2c1=O)NCC1CCCO1 (stereo unspecified)	-2%	1%	u	x	-5%	0%	x	10%	27	4	-7%
COC(=O)C1=C(C)OC(N)=C(C#N)C1c1ccc(OC)c(OC)c1OC (stereo unspecified)	7%	2%	4%	0%	-1%	0%	-2%	-1%	7	-4	5%
Cc1ccc(S(=O)(=O)N2CCOCC2)cc1NC(=O)COc1cccc(-n2cnnn2)c1	2%	2%	-7%	x	x	x	x	-3%	-4	11	-12%
CCCN1C(=S)c2ccccc2C1c1ccccc1 (stereo unspecified)	-2%	0%	10%	0%	4%	0%	2%	1%	-17	13	0%
CC(C)C(NS(=O)(=O)c1cccs1)C(=O)NCCCN1CCCCCC1 (stereo unspecified)	3%	1%	7%	x	-7%	2%	-19%	-9%	2	8	3%
COc1cc(/C=N/NC(=O)c2cccnc2)ccc1OCC(=O)Nc1c(C)cc(C)cc1C	0%	0%	2%	8%	x	2%	-13%	-3%	-14	-7	7%
CCCNC(=O)C(NS(=O)(=O)c1ccc2c(c1)c(=O)n(C)c(=O)n2C)c1ccccc1 (stereo unspecified)	1%	-1%	7%	-5%	12%	2%	0%[11.7 µM]	2%	-4	-2	-4%
O=S(=O)(Nc1ccc(Cc2ccncc2)cc1)N1CCCC1	-1%	0%	-4%	-1%	7%	2%	20%	-4%	4	3	4%
CS(=O)(=O)c1ccccc1C(=O)NCCC(c1ccccc1)c1ccccc1	0%	-1%	-3%	x	-5%	5%	-6%	-3%	-4	-1	-1%
COc1ccc(CNC(=O)[C@H](C)[C@@H]2C[C@@]2(C)[C@@H](NC(=O)OCc2ccccc2)c2ccccc2)cc1OC	-3%	-6%	-9%	-4%&-1%	-15%	x	-3%&9%	2%	11	1	3%
COc1ccc(CCNC(=O)c2c(C)nn(CC(C)C)c2Cl)cc1	-4%	1%	1%	-11%	-1%	5%	x	1%	16	-1	-13%
COC(=O)C1CC(=O)N(CCc2c[nH]c3ccccc23)C1 (stereo unspecified)	1%	0%	12%	-20%	-4%	-4%	x	-1%	13	6	13%
CC1(C)CC(=O)C(=C2SCCCS2)C(=O)C1	3%	1%	0%	-4%	u	2%	-9%	4%	-1	-18	7%
COCCCn1c(=N)c(C(=O)NCC2CCCO2)cc2c(=O)n3ccccc3nc21 (stereo unspecified)	i	-4%	-1%	-9%	u	-1%	23%	u	26	-8	-9%
CCOc1ccccc1NC(=O)CN1C(=O)C(C)SC(C)C1=O (stereo unspecified)	3%	1%	-3%	1%	0%	1%	-3%	-9%	6	-3	-2%
CC(=NCCCn1ccnc1)c1c(O)n(Cc2ccccc2)c(=O)[nH]c1=O	-1%	1%	11%	-8%	-8%	1%	3%	0%	4	7	2%
CS(=O)(=O)c1[nH]nc(-c2ccccc2Cl)c1C#N	1%	0%	0%	1%	-8%	0%	x	0%	-4	-5	-2%
CCCCOc1nc2ccccc2nc1C(C#N)C(=O)NC1CCCCC1 (stereo unspecified)	9%	1%	0%	1%	15%	1%	14%	3%	-14	-20	-4%
CC(C)Oc1ccc(C2CC(=O)NC3=C2C(=O)CCC3)cc1 (stereo unspecified)	12%	2%	-7%	-2%	-7%	3%	1%	4%	-19	-14	3%
Cc1ccc(CNC(=O)CCSCc2ccccc2C)cc1	0%	3%	1%	x	-2%	7%	-12%	-2%	-13	-14	-21%
CCN(CC)C(=S)Nc1ccc2nc3n(c(=O)c2c1)CCCCC3	7%	7%	5%	x	-1%	0%	5%	5%	3	-11	-20%
CCN1C(=S)N[C@@H](c2cccs2)C(C(=O)OC)=C1C	0%	0%&0%	8%&-1%	1%&1%	4%&-1%	x	-11%&-11%	-11%&-12%	-3&0	0	-4%&1%
Cc1noc(C)c1C(=O)OCC(=O)Nc1ccc(C(N)=O)cc1	3%	0%	10%	5%	x	1%	-2%	0%	-2	-14	-9%
Cc1ccc(S(=O)(=O)NCC(=O)N(CC(=O)NCC2CCCO2)Cc2ccc(Cl)cc2)cc1 (stereo unspecified)	-2%	0%	-1%	-1%	2%	1%	-9%	5%	8	18	-18%
Cc1ccc(S(=O)(=O)NCCC(=O)Nc2ccc3c(c2)OCO3)cc1	0%	4%	1%	1%	2%	0%	-4%	2%	-10	4	0%
Cc1noc(NS(=O)(=O)c2ccc(NC(=O)CC34CC5CC(CC(Br)(C5)C3)C4)cc2)c1C	6%	2%	1%	3%	-5%	-7%	-10%	0%	-2	0	3%
Cc1cc(=O)[nH]c2c1c(=O)[nH]n2C1CC(C)N(C)CC1C (stereo unspecified)	-2%	-2%	0%	-1%	-8%	-1%	-1%	1%	20	-4	13%
CCCCCNc1nc(N2CCCC2)c2c(c1C#N)CCN(C)C2	110%[activator]	3%	-4%	-2%	14%	3%	-12%	-13%	-2	13	8%
Cc1ccc(S(=O)(=O)N2CCOCC2)cc1NC(=O)CSc1nnnn1C1CCCC1	-2%	2%	-2%	x	x	x	x	0%	0	-13	7%
O=C(Oc1ccccc1)N1CCN(c2ccccc2F)CC1	0%	-1%	3%	x	-13%	4%	-13%	1%	8	10	2%

Bioassay records: PubChem BioAssay, National Center for Advancing Translational Sciences (NCATS)

Not all compounds are listed; count on the stated rates, not on these rows.
